High-throughput results from PubChem BioAssay.
Salmonella PhoP GFP: Inhibition of PhoP regulon, Salmonella typhi GFP reporter cells, confirmation, 4 h (AID 1850); inhibition, % at 50 µM, or IC50 in µM where a hit was titrated; Salmonella Typhi PhoP-promoter GFP reporter, fluorescence, 4 h; higher % means a stronger effect; hit rate 0.33% among 310,000; in the data active = a potency from the dose series; inconclusive = inhibition mostly from about 25% at the one dose, without a potency; inactive = the rest, 99 in 100 with inhibition below about 19%;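 also: 0% = induced wells with vehicle and 100% = uninduced wells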
influenza NS1A: H1N1 influenza NS1A inhibitors, functional cell based assay (AID 504329); NS1A functional cell-based assay, percent inhibition; higher % means a stronger effect; inhibition, % at 12.5 µM; hits with a dose series show IC50 in µM; hit rate 0.3% among 340,000; in the data active = a potency from the dose series; inconclusive = inhibition above about 27% without an active follow-up result; also: strong numbers were not always called active
M. tuberculosis: growth inhibition of non-replicating M. tuberculosis (AID 488890); hit rate 0.39% among 320,000; Mycobacterium tuberculosis non-replicating, growth inhibition; higher % means a stronger effect; one-dose inhibition, % at 25 µM; IC50 in µM for titrated hits; in the data active = a potency from the dose series; inconclusive = inhibition mostly from about 82% at the one dose, without a potency; inactive = the rest, 99 in 100 with inhibition below about 76%;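 also: plate controls were DMSO cells for no effect and high antibiotic wells for full effect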
M. tuberculosis HTS: M. tuberculosis growth inhibition, HTS (AID 449762). M. tuberculosis H37Rv growth inhibition, 7H9 media; higher % means a stronger effect. inhibition, % at 25 µM; hits with a dose series show IC50 in µM. hit rate 0.59% among 330,000; in the data active = a potency from the dose series; inconclusive = inhibition above about 70% without an active follow-up result;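 also: bacterial growth assessed after seven days of incubation; strong numbers were not always called active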
VEEV TC-83 Vero: inhibitors of VEEV TC-83 cytopathic effect, confirmation, Vero cells (AID 588727) | hit rate 0.13% among 350,000 | Vero cells, VEEV TC-83 cytopathic effect inhibition; higher % means a stronger effect | inhibition, % at 20 µM, or IC50 in µM where a hit was titrated; in the data active = a potency from the dose series; inconclusive = inhibition mostly from about 14% at the one dose, without a potency; inactive = the rest, 99 in 100 with inhibition below about 12%; also: strong numbers were not always called active
VEEV TC-83 Vero 10K pilot screen: second read-out of VEEV TC-83 Vero, no call of its own (marks repeat the call); inhibition, %; measured here: 10K pilot screen inhibition
The depositor's hits bear a star; i = inactive; ? = inconclusive; . = no result given.

SMILES	Salmonella PhoP GFP	influenza NS1A	M. tuberculosis	M. tuberculosis HTS	VEEV TC-83 Vero	others
COc1ccccc1C(=O)Nc1nc(C)cc(C)n1	4%	.	-3%	-1%	i
O=C(NCc1cccs1)N[C@@H](Cc1ccccc1)C(=O)O	-11%	-16%	-7%	-4%	1.1%
CCC(=O)c1ccc(OCC(O)Cn2nc(C)c(Br)c2C)cc1 (stereo unspecified)	-6%	-1%	64%	31%	0.3%
CC(=O)Nc1ccccc1OCc1nnc(-c2cccs2)o1	10%	26%	3%	-7%	i
O=C(C1CCCN(c2ncnc3c2nc2n3CCCCC2)C1)N1CCN(c2ccc(Cl)cc2)CC1 (stereo unspecified)	-12%	6%	50%	31µM*	10%
CC[C@H]1CC2CN3CCc4c([nH]c5ccccc45)C(C(=O)OC)(C2)C13 (stereo partly specified)	-12%	.	34%	-13%	.
CCN(CC)CC(C)OC(=O)c1ccccc1Cl (stereo unspecified)	16%	-4%	-1%	0%	i
O=C(c1cc(-c2cccs2)on1)N1CCCc2ccccc21	.	4%	.	-4%	1.5%
Cc1ccc(S(=O)(=O)NC(Cc2c[nH]c3ccccc23)C(=O)O)cc1 (stereo unspecified)	17%	-4%	-14%	5%	4.8%
CCN(CC)C(=O)CSc1nc2cc(S(=O)(=O)N3CCOCC3)ccc2n1CC	-2%	-6%	-1%	1%	0.9%
O=C(CSc1nncs1)NCc1ccc(F)cc1	12%	14%	2%	0%	2.4%
CCOc1ccc(CCNC(=O)c2cccc(NC3=NC4CS(=O)(=O)CC4S3)c2)cc1OCC (stereo unspecified)	13%	-1%	5%	-8%	i	VEEV TC-83 Vero 10K pilot screen=0.1
COc1ccc(C)cc1NC(=O)C(Sc1nnc2ccccn12)c1ccccc1 (stereo unspecified)	11%	11%	-15%	4%	1.8%
COCCN(C(=S)Nc1ccc(OC)cc1)C1CCN(C(C)C)CC1	-4%	-2%	-15%	-18%	1.4%
O=C(NC(NCc1ccccc1)C(Cl)(Cl)Cl)c1cccnc1 (stereo unspecified)	12%	-9%	-1%	6%	4.8%
O=C(O)CCn1c(=S)oc2ccccc21	14%	-1%	-13%	2%	0.6%
CC(=O)NC(=S)Nc1ccc(-c2nc3ccc(C)cc3s2)cc1	6%	-26%	19%	-5%	0.1%
Cc1cccc(N2CN=C3SCC(=O)N3C2)c1	3%	-3%	16%	-2%	4.4%
COc1cccc(CN2CCN(c3cccc(C(F)(F)F)c3)CC2)c1OC	-17%	29%	10%	7%	7.3%
O=C(Nc1ccccc1C(=O)N1CCOCC1)C1COc2ccccc2O1 (stereo unspecified)	-9%	7%	3%	-7%	0.7%
CCCCC(=O)NC(=S)Nc1cccc(NC(=O)CC)c1	-1%	6%	7%	8%	0.5%	VEEV TC-83 Vero 10K pilot screen=0.6
Cc1cc(NC(=O)CCC(=O)N(Cc2ccco2)C(C(=O)NC2CCCCC2)c2ccccc2)no1 (stereo unspecified)	0%	-18%	20%	-1%	9.8%
O=C1CC(Cc2ccccc2)C(=O)N1c1ccccn1 (stereo unspecified)	0%	-5%	-10%	-14%	0.1%
Cc1cccc(NC(=O)c2c(O)c3ccccc3[nH]c2=O)c1	-18%	5%	-2%	3%	i
COC(=O)C(C(=O)OC)C(C(=O)OC)C(C(=O)OC)C(=O)OC	-3%	-4%	-3%	0%	2.6%

(list continues)
SMILES	Salmonella PhoP GFP	influenza NS1A	M. tuberculosis	M. tuberculosis HTS	VEEV TC-83 Vero	others
Cc1cc(N2CCN(C)CC2)nc2ccc(NC(=S)N3CCC4(CC3)OCCO4)cc12	2%	8%	5%	4%	0.1%
C[C@@H]1CN([C@H](C)CO)C(=O)c2cc(NC(=O)Nc3ccc(F)cc3)ccc2O[C@H]1CN(C)C(=O)Nc1ccc(C(F)(F)F)cc1	.	-13%	-3%	8%	3.5%
CCC(=NCCc1ccccc1)c1c(O)n(C2CCCCC2)c(=O)[nH]c1=O	7%	8%	55%	-1%	0.2%
O=C(CCC(=O)OCC(=O)c1ccc(-c2ccccc2)cc1)Nc1cccc(Cl)c1	-14%	-5%	5%	1%	i
O=C(O)c1cccc(NS(=O)(=O)c2cccc(C(=O)Nc3ccccc3[N+](=O)[O-])c2)c1	-3%	-9%	-14%	3%	0.0%
O=C(CSc1nnc(COc2ccc(Cl)cc2)n1Cc1ccco1)N1CCNC1=O	.	-15%	.	.	4.5%
COc1ccc(C(=O)NCCCSC)cc1OC1CCN(C(C)C)CC1	-6%	3%	-7%	-4%	i
Cc1ccc(S(=O)(=O)N(C)C)cc1NC(=O)COC(=O)c1ccc(Cl)cc1	0%	-3%	8%	4%	0.8%
CCN(CC)CCN(C(=O)/C=C/c1cccs1)c1nc2ccc(OC)cc2s1	.	6%	.	.	0.3%
Cc1ccc(C(=O)N2CCCC(c3ccc(Cl)cc3)=N2)cc1	-1%	-6%	33%	?	3.6%
Cc1ccc(CN2CCN(C(=O)CCC(=O)Nc3nnc(C(C)C)s3)CC2)c(C)c1	0%	4%	36%	18%	2.8%
CNc1ccccc1C(=O)OCC(=O)N(CCOC)c1c(N)n(CC(C)C)c(=O)[nH]c1=O	2%	-5%	-11%	4%	0.6%
CCc1nc(SCC(=O)Nc2cc(C)ccc2OC)c2c(C)c(C)sc2n1	12%	0%	-3%	-5%	2.5%
O=C(CCS(=O)(=O)c1ccccc1)Nc1ccc(N2CCN(Cc3ccccc3)CC2)cc1	.	-2%	14%	-2%	i
O=C(CSCc1c(Cl)cccc1Cl)Nc1ccc2c(c1)OCO2	4%	-5%	8%	-2%	0.1%
CCOc1ccc(S(=O)(=O)N2CCN(c3ccccc3)CC2)c2cccnc12	-8%	8%	24%	2%	6.1%
Cc1ccc(C(C)C)c(OCC(=O)N/N=C/c2cccn2C)c1	3%	6%	-10%	-7%	4.3%
COc1cc(/C=C2\SC(=N)N(c3ccc4c(c3)OCO4)C2=O)cc(OC)c1O	-12%	9%	-7%	6%	0.2%
CNC(=O)/C(C#N)=C\c1cc(C)n(-c2ccc(N3CCOCC3)cc2)c1C	6%	3%	-31%	-7%	2.6%
CCOc1ccc(NC(=O)COC(=O)Cn2cnnn2)cc1OCC	-10%	2%	2%	1%	8.9%
CC1(C)NC(=O)N(CC(O)COc2ccccc2C(=O)N2CCCCC2)C1=O (stereo unspecified)	0%	6%	-3%	-2%	0.6%
CCOC(=O)c1cccc(NC(=O)C2CCN(S(=O)(=O)c3cnc[nH]3)CC2)c1	-3%	26%	5%	-8%	1.3%
O=C(Nc1ccc(NC(=O)c2ccccc2O)cc1)Nc1ccc(F)cc1F	-7%	-3%	-6%	-6%	1.7%
CC(=O)Oc1ccc(-c2csc(Nc3cccnc3)n2)cc1	10%	-7%	5%	-2%	5.1%
Cc1cc(C)c(C(=O)COC(=O)c2cc([N+](=O)[O-])ccc2N2CCOCC2)cc1C	0%	0%	6%	1%	2.1%

Quoted at random: 3 records from the list
SMILES	Salmonella PhoP GFP	influenza NS1A	M. tuberculosis	M. tuberculosis HTS	VEEV TC-83 Vero	others
CNc1ccccc1C(=O)OCC(=O)N(CCOC)c1c(N)n(CC(C)C)c(=O)[nH]c1=O	2%	-5%	-11%	4%	0.6%
Cc1ccc(C(=O)N2CCCC(c3ccc(Cl)cc3)=N2)cc1	-1%	-6%	33%	?	3.6%
C[C@@H]1CN([C@H](C)CO)C(=O)c2cc(NC(=O)Nc3ccc(F)cc3)ccc2O[C@H]1CN(C)C(=O)Nc1ccc(C(F)(F)F)cc1	.	-13%	-3%	8%	3.5%

(cont.)
SMILES	Salmonella PhoP GFP	influenza NS1A	M. tuberculosis	M. tuberculosis HTS	VEEV TC-83 Vero	others
CCOC(=O)N1CCC(NC(=O)CC(NS(=O)(=O)c2ccc(C)cc2)c2ccco2)CC1 (stereo unspecified)	4%	3%	-24%	7%	0.7%
COc1ccc(-c2[nH]ncc2C=O)cc1	-12%	-2%	-7%	-9%	0.8%
O=C(O)c1cccc(N2C(=O)C3C4C=CC(C4=C(c4ccccc4)c4ccccc4)C3C2=O)c1 (stereo unspecified)	0%	.	27%	4%	1.9%
CC(=O)N1CCC(=NNS(=O)(=O)c2cccc([N+](=O)[O-])c2)CC1	.	-3%	.	.	i
COc1ccc(/C=C/C(=O)NC(=S)Nc2ccc(S(=O)(=O)Nc3ccc(OC)nn3)cc2)cc1	-4%	-1%	19%	-7%	0.2%
O=C(Nc1ccccc1)C1=C[C@@H](c2ccc(C(F)(F)F)cc2)C[C@@H](OCc2ccc(CO)cc2)O1	4%	-11%	-7%	4%	1.6%
CCn1cc(Br)c(C(=O)Nc2ccc(Cl)c(Cl)c2)n1	-6%	1%	-3%	9%	7.9%
O=C(NCc1ccccc1)/C(=N\O)c1ccccc1	-3%	5%	-2%	1%	0.3%
CCCNC(=O)C(Cc1cccc(OC)c1)NC(=O)c1ccc(C#N)cc1 (stereo unspecified)	.	1%	-3%	-10%	0.3%
C=CCN(c1ccc(C(=O)NCCc2ccccc2)cc1)S(C)(=O)=O	1%	14%	-7%	0%	2.4%
CC(c1cccs1)N(C)Cc1nc(CCc2ccccc2)no1 (stereo unspecified)	-3%	0%	55%	6%	i	VEEV TC-83 Vero 10K pilot screen=1.4
O=C(N/N=C/c1cccc(F)c1)c1cc(-c2ccco2)nc2ccccc12	14%	-2%	14%	7%	6.4%
CCCCCCn1c(O)c(C=Nc2c(C)n(C)n(-c3ccccc3)c2=O)c(=O)[nH]c1=O	1%	3%	18%	2%	2.4%
Cc1ccc(NC(=O)CN(C)C(=O)c2ccc3[nH]c4c(c3c2)CC(C)CC4)cc1 (stereo unspecified)	.	0%	40%	-5%	4.0%
COc1ccc(OC)c(NC(=O)COC(=O)COc2c(Cl)cc(Cl)c3ccc(C)nc23)c1	-5%	-9%	-9%	-10%	0.9%
CCn1c(C)cc2c(c1=O)C(c1ccncc1)C(C#N)=C(N)O2 (stereo unspecified)	1%	1%	-8%	1%	2.9%
O=C(c1ccc(S(=O)(=O)N2CCCC2)cc1)N(c1ccccc1)C1C=CS(=O)(=O)C1 (stereo unspecified)	-5%	24%	-7%	7%	5.1%
Cc1cccc(NC(=O)COC(=O)c2ccccc2-c2nc3ccccc3s2)c1C	-11%	9%	2%	12%	1.7%
O=C(COc1ccc2c(-c3ccccc3)cc(=O)oc2c1)N[C@@H](Cc1c[nH]c2ccc(O)cc12)C(=O)O	-6%	4%	0%	-7%	0.4%
O=C(NCCCN1CCCC1=O)c1cc(-c2cccnc2)nc2ccc(Cl)cc12	14%	-3%	-1%	-4%	7.1%
CCOC(=O)COn1c(=O)c(-c2ccc(OC)cc2)[n+]([O-])c2ccccc21	4%	-1%	7%	6%	0.4%
O=C(NCCc1ccccc1)c1ccc2c(c1)S(=O)(=O)c1cc(Cl)ccc1C2=O	.	-5%	-8%	-13%	2.8%
Cc1cc(Cl)ccc1NC(=O)/C=N/O	12%	-23%	-10%	11%	1.5%
CC(=O)NC1=C(C#N)C(c2ccccc2)c2c(ccc3ccccc23)O1 (stereo unspecified)	2%	6%	20%	9%	1.0%
COCCNc1nc(C(C)(C)C)nc2c1nnn2Cc1ccccc1Cl	2%	6%	-3%	8%	i

(continued)
SMILES	Salmonella PhoP GFP	influenza NS1A	M. tuberculosis	M. tuberculosis HTS	VEEV TC-83 Vero	others
O=C1NC(Nc2ccccn2)(C(F)(F)F)C(=O)N1c1ccc(F)cc1 (stereo unspecified)	-7%	6%	26%	2%	i
COC(=O)c1ccc(NC(=O)C2CCCN2S(=O)(=O)c2ccc(C)cc2)cc1 (stereo unspecified)	-4%	2%	26%	-3%	i
Cn1c(N)c(C(=O)COC(=O)CCc2c[nH]c3ccccc23)c(=O)n(C)c1=O	5%	5%	22%	5%	3.7%
CC(C)CC(=O)NC1(C(F)(F)F)C(=O)Nc2c1c(=O)[nH]c(=O)n2Cc1ccco1 (stereo unspecified)	-17%	1%	-15%	0%	i	VEEV TC-83 Vero 10K pilot screen=1.1
COc1cccc(Oc2ccc(N)cn2)c1	-2%	11%	14%	?	2.8%	VEEV TC-83 Vero 10K pilot screen=0.4
CNC(=O)N(C1=NCC(C)(C)S1)c1ccc(F)c(Cl)c1	1%	22%	11%	3%	5.4%
Cc1cc(Br)c(NC(=O)CN(C)CCOc2ccccc2)c(Br)c1	-18%	1%	24%	56%	i
COC(=O)Cc1csc(Nc2c(C)n(C)n(-c3ccccc3)c2=O)n1	-9%	-2%	4%	2%	0.9%
CCCN1C(=O)/C(=C/C=C2\N(CC)c3ccccc3C2(C)C)SC1=S	-14%	7%	-5%	14%	i
O=C(CNC(=O)C12CC3CC(CC(C3)C1)C2)N1CCN(S(=O)(=O)/C=C/c2ccccc2)CC1	-3%	-6%	31%	2%	0.4%
FC(F)(F)c1cccnc1N1CCN(c2ncnc3nc[nH]c23)CC1	-3%	1%	.	-1%	6.1%
CC(=O)Nc1ccccc1OC(=O)N1CCOCC1	5%	6%	4%	-1%	0.6%
